GPR55 activation: selective activators of receptor GPR55 – imaging, U2OS cells, beta-arrestin-GFP redistribution, primary screen (AID 1961); U2OS GPR55 beta-arrestin-GFP redistribution imaging; higher % means a stronger effect; activation, % at 10 µM, or EC50 in µM where a hit was titrated; actives 0.048% (n = 290,000);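 active means activation above 40% with more than 50 cells counted in the well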;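 further: U2OS osteosarcoma cells stably expressing GPR55 and beta-arrestin-GFP; plate controls were DMSO negative control for no effect and LPI positive control for full effect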
M1AAP inhibition: malaria alanyl aminopeptidase activity blockers – biochemical, fluorogenic H-Leu-NHMec substrate, 1536-well (AID 1445) | recombinant M1AAP, H-Leu-NHMec fluorogenic kinetic assay; higher % means a stronger effect | inhibition, % at 30 µM; hits with a dose series show IC50 in µM | actives 0.42% (n = 220,000);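 active means primary inhibition above the hit cutoff, then over 50% inhibition at one or more dose response concentrations, cut at about 23% in these data, passing the limit was not always enough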;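 further: plate controls were DMSO full reaction for no effect and no enzyme background for full effect; strong numbers were not always called active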
NOD2 inhibition: NOD2 signaling inhibitors, cell-based, luminescence, uHTS, HEK293 (AID 1566); HEK293 NOD2/NF-kB luciferase reporter, luminescence; higher % means a stronger effect; inhibition, % at 4 µM; hits with a dose series show EC50 in µM; actives 0.63% (n = 290,000); further: many of its hits are not listed in these tables
P. falciparum M17LAP: P. falciparum M17LAP inhibitors, primary screen, biochemical, fluorogenic H-Leu-NHMec substrate, 1536-well (AID 1619). recombinant M17LAP, H-Leu-NHMec fluorogenic kinetic assay; higher % means a stronger effect. actives 0.38% (n = 220,000). one-dose inhibition, % at 30 µM; IC50 in µM for titrated hits;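 active means compound inhibiting the enzyme by more than half at any dose during confirmatory dose-response retesting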;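 further: plate controls were full reaction with DMSO carrier for no effect and no enzyme background for full effect; strong numbers were not always called active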
KOR beta-arrestin-1: KOR agonists, beta-arrestin recruitment, primary screen, cell-based, luminescence, uHTS (AID 1777) | actives 0.02% (n = 280,000) | one-dose activation, % at 10 µM; EC50 in µM for titrated hits | KOR beta-arrestin recruitment, luminescence; higher % means a stronger effect; in the data active means activation above about 50%, passing the limit was not always enough; further: a part of the inactive calls stands beside numbers as strong as those of hits
AID2073: disruptors of CaV2.2 binding to Mint1 – biochemical, HTRF (AID 2073); HTRF protein-protein interaction, Mint1-CaV2.2; higher % means a stronger effect; actives 0.19% (n = 290,000); inhibition, % at 20 µM; hits with a dose series show IC50 in µM; in the data active means inhibition mostly above about 51%, no sharp cut-off; further: some results filed as inactive read as strong as hits
KOR beta-arrestin-2: KOR antagonists, beta-arrestin recruitment, cell-based, luminescence, uHTS (AID 1778) | KOR beta-arrestin recruitment, luminescence, antagonist mode; higher % means a stronger effect | inhibition, % at 10 µM, or IC50 in µM where a hit was titrated | actives 0.091% (n = 290,000); further: strong numbers were not always called active
NOD1 inhibition: NOD1 signaling inhibitors, primary screen, cell-based, luminescence, uHTS (AID 1578) | actives 1% (n = 290,000) | NOD1-driven NF-kB luciferase reporter cells, luminescence; higher % means a stronger effect | inhibition, % at 4 µM, or EC50 in µM where a hit was titrated; in the data active means inhibition mostly above about 36%, no sharp cut-off; inactive means mostly below about 34%;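 further: HEK-293T reporter cells stimulated with the NOD1 agonist gamma-tri-DAP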
Dynein transport: blocks dynein driven cargo transport along microtubules | 3617.4 mouse cells, GR-EGFP nuclear translocation imaging; test concentration mostly 20 µM; stimulated with dexamethasone, 1 µM; active compounds read low | z-score, hits read low | actives 0.47% (n = 220,000);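 active means plate z-score of nuclear minus cytoplasmic receptor signal below a set negative limit, without overly bright fluorescence or cell loss, cut at about -3.5 in these data, passing the limit was not always enough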;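 further: z-score of nuclear minus cytoplasmic ring GR-EGFP intensity difference per well; some compounds called inactive have numbers as strong as hits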
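Buffer or medium: tet-free medium with charcoal-stripped serum / Also added: dexamethasone agonist, 1.0 µM final, for 30 min / Timing: induction 48 h, compound 1 h, agonist 30 min / Measured by: high-content fluorescence imaging after fixation / Read-out: nuclear-to-cytoplasmic GR-EGFP distribution per well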
Dynein transport cytoplasmic EGFP: second read-out of Dynein transport, no call of its own (marks repeat the call); z-score; measured here: cytoplasmic GR-EGFP intensity; active compounds read high
Dynein transport nuclear GR-EGFP: also measured in Dynein transport; calls as there; z-score; measured here: nuclear GR-EGFP intensity;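 lower value marks the stronger effect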
Dynein transport cell count: second read-out of Dynein transport, no call of its own (marks repeat the call); z-score; measured here: cell count per field
An asterisk follows results filed as active; · = not tested or not shown; [ ] = dose if it differs, or a comment. Unless noted, no stated cut-off is given here; in the data, active means inhibition above about 50%; inactive means the rest.

The first 2 records, ahead of the listing:
SMILES	GPR55 activation	M1AAP inhibition	NOD2 inhibition	P. falciparum M17LAP	KOR beta-arrestin-1	AID2073	KOR beta-arrestin-2	NOD1 inhibition	Dynein transport	Dynein transport cytoplasmic EGFP	Dynein transport nuclear GR-EGFP	Dynein transport cell count
Cc1nn(C(C)C(=O)O)c2ccccc12 (centres undefined)	-0.1%	0%	-4%	-3%	-3.3%	-8%	·	19%	-0.45	-0.2	0.014	0.51
CCC(=O)N1CCc2cc(S(=O)(=O)NC(Cc3ccccc3)C(=O)NC3CCCCC3)ccc21 (centres undefined)	-0.2%	-2%	13%	3%	-2.5%	6%	35%	11%	-0.87	-0.31	0.3	0.49

Main list (from the top)
SMILES	GPR55 activation	M1AAP inhibition	NOD2 inhibition	P. falciparum M17LAP	KOR beta-arrestin-1	AID2073	KOR beta-arrestin-2	NOD1 inhibition	Dynein transport	Dynein transport cytoplasmic EGFP	Dynein transport nuclear GR-EGFP	Dynein transport cell count
Cc1nn(C(C)C(=O)O)c2ccccc12 (centres undefined)	-0.1%	0%	-4%	-3%	-3.3%	-8%	·	19%	-0.45	-0.2	0.014	0.51
CCC(=O)N1CCc2cc(S(=O)(=O)NC(Cc3ccccc3)C(=O)NC3CCCCC3)ccc21 (centres undefined)	-0.2%	-2%	13%	3%	-2.5%	6%	35%	11%	-0.87	-0.31	0.3	0.49
Cc1csc(NC(=O)C(NS(=O)(=O)c2ccc(Br)s2)c2ccccc2)n1 (centres undefined)	-0.1%	6%	10%	-1%	-1.1%	-5%	24%	-16%	-0.33	0.046	-0.13	1.2
Cc1cc(C(=O)OCC(=O)Nc2cc(C(F)(F)F)ccc2N2CCOCC2)c(C)o1	-0.1%	6%	10%	-3%	-8.1%	-4%	0%	4%	-0.021	-0.32	0.058	-0.46
CCN(CCCNC(=O)Cn1ncc2c([nH]c3ccccc32)c1=O)Cc1ccccc1	-0.4%	·	0%	·	8.3%	12%	-7%	-33%	·	·	·	·
CCOC(=O)CCC(=O)N1CCOCCOCCN(C(=O)CCC(=O)OCC)CCOCC1	-0.1%	2%	-2%	-9%	3.0%	2%	-43%	-5%	-0.065	-0.17	0.32	0.13
Cc1ccn2c(Nc3ccccc3C)c(-c3cccnc3)nc2c1	-0.3%	7%	-26%	-1%	-7.0%	9%	-16%	-21%	-0.41	-0.29	0.094	0.27
O=C1C2C3C=CC(C3)C2C(=O)N1c1nccs1 (centres undefined)	0.6%	5%	-1%	8%	-1.8%	6%	2%	-18%	-1.1	-0.15	-0.77	0.69
Cc1n[nH]c(C)c1CCC(=O)N/N=C/c1c[nH]c2ccccc12	0.3%	·	14%	·	2.2%	-7%	23%	-3%	2.1	-0.18	1.5	-1
O=C(CSc1ncnc2ccccc12)NCc1ccc2c(c1)OCO2	1.0%	-3%	26%	-5%	0.5%	2%	1%	-14%	0.73	-0.3	0.76	-0.16
Cc1ccc(N/C(=N/S(=O)(=O)c2cccs2)c2ccccc2)c(C)c1	1.4%	8%	7%	5%	0.7%	7%	1%	10%	-0.78	-0.24	-0.42	0.058
O=C(COC(=O)c1ccccc1)NCC1CCCO1 (centres undefined)	0.0%	-5%	-12%	-4%	4.6%	0%	-78%	12%	-0.22	-0.19	-0.078	0.51
Cc1ccc(N=C2SC(C(=O)NCCc3ccccc3)CC(=O)N2C)cc1C (centres undefined)	-0.1%	2%	12%	2%	-7.9%	-17%	-21%[20 µM]	-20%	-1.5	-0.33	0.046	0.74
O=C(CN1CCN(Cc2ccccc2)CC1)Nc1ccc(Cl)cn1	-0.1%	3%	11%	1%	-3.3%	-1%	-20%	-16%	-0.059	-0.21	0.3	-0.8
COc1ccccc1-n1c(CNC(=O)COc2ccccc2)n[nH]c1=S	-0.1%	0%	2%	-3%	2.5%	-4%	2%	1%	0.12	0.082	0.4	-0.12
COc1ccc(S(=O)(=O)NC2CC3CCC2C3)cc1Cl (centres undefined)	0.0%	3%	12%	7%	-3.2%	3%	-7%	7%	-1.4	-0.25	-0.55	-0.46
Cc1cc(C)c(NC(=O)C(=O)NCc2ccco2)c(C)c1	-0.5%	-4%	-1%	-3%	-1.6%	8%	-15%	-44%	0.14	-0.2	-0.051	0.3
CC1CCC(C(C)C)C(OC(=O)Cn2nnc3c(cnn3-c3ccccc3)c2=O)C1 (centres undefined)	0.0%	0%	5%	0%	0.0%	5%	14%	-10%	0.18	-0.78	-0.029	-0.85
COc1ccc(C(=O)N/C(=C\c2cn(C)c3ccccc23)C(=O)N2CCOCC2)cc1OC	0.2%	·	24%	·	5.1%	2%	18%	-10%	·	·	·	·
COC(=O)CNC(=O)Cn1cnc2sc(C)c(S(=O)(=O)N3CCC(C)CC3)c2c1=O	0.0%	-1%	14%	12%	0.8%	16%	-10%	-26%	2.2	-0.2	2	-2
CC(=O)Nc1ccc(-c2nnc(SCC(=O)n3c4c(c5ccccc53)CCCC4)n2C)cc1	-0.2%	-2%	3%	11%	-2.3%	46%	16%	-10%	-0.0044	-0.23	-0.38	0.19
CSCCC(NC(=O)c1ccccc1Cl)C(=O)NC1CCN(Cc2ccccc2)CC1 (centres undefined)	-0.1%	·	8%	·	4.2%	12%	-8%	8%	·	·	·	·
COc1ccc(N(C(=O)Cc2cccs2)C(C(=O)NC2CCCCC2)c2cccn2C)cc1OC (centres undefined)	-0.1%	18%	10%	6%	-3.4%	-3%	-3%	-28%	0.55	-0.3	0.6	1
COc1ccc(OC)c(NC(=O)CN(C)CCOc2ccc(Br)cc2)c1	-0.2%	·	-1%	·	6.4%	1%	-55%	40%	·	·	·	·
CCc1cc(Br)ccc1N1C(=O)C2CC=CCC2C1=O (centres undefined)	-0.2%	8%	19%	5%	4.4%	0%	-35%	1%	-0.3	-0.065	0.2	-0.63
COc1ccc(/C=C(/C#N)C(=O)NC2CCCCC2)cc1Br	0.0%	1%	16%	12%	-4.5%	1%	-12%	30%	-1.1	-0.21	-0.78	0.82
COc1cc(C2CC(=O)N(c3ccc(C)cc3)C(=O)C2)cc(OC)c1OC	-0.2%	2%	-24%	3%	3.0%	4%	-18%	2%	-0.66	-0.21	-0.0044	1.1
O=C(NCc1ccccn1)c1ccc(N2CCCC2=O)cc1	0.4%	-1%	-13%	-1%	0.7%	-3%	-15%	-43%	0.17	-0.46	-0.075	0.12
COc1ccc(C(=O)N(Cc2ccccc2)c2cccc(C)c2)c(OC)c1OC	0.0%	·	17%	·	1.4%	4%	0%	-18%	·	·	·	·
CCOc1ccccc1Nc1nc(N)nc(CSc2nccc(C)n2)n1	0.3%	9%	-13%	23%	1.5%	-7%	18%	-22%	0.54	-0.25	0.61	0.12
CCN(CC)C(=O)Cn1cc(S(=O)(=O)CC(=O)Nc2ccc(OC)c(OC)c2)c2ccccc21	0.0%	·	0%	·	-0.5%	-9%	21%	-21%	·	·	·	·
O=C1C(Cl)=C(N2CCN(Cc3ccccc3)CC2)C(=O)N1c1ccccc1	0.0%	6%	0%	0%	-3.8%	-11%	32%	-12%	-0.66	-0.17	0.022	-0.32
CCc1ccc(NC(=O)CSc2nc3nc(C)cc(C)n3n2)cc1	0.0%	·	21%	·	5.8%	12%	-41%	30%	·	·	·	·
O=C(CSc1nnnn1-c1ccccc1)Nc1nc(-c2ccccc2)ns1	-0.4%	3%	24%	-1%	-6.5%	5%	15%	3%	1.2	-0.1	-0.032	-1.7
COCCNC(=O)C(c1ccc(Cl)cc1)N(C(=O)CCC(=O)Nc1ccccn1)C1CCCC1 (centres undefined)	0.3%	1%	4%	6%	-4.2%	9%	11%	1%	-0.74	-0.22	0.03	0.62
CC(=O)c1cccc(NS(=O)(=O)c2ccc(C(=O)Nc3ccccc3)cc2)c1	-0.2%	·	46%	·	2.1%	7%	4%	32%	·	·	·	·
C/C(=N\NC(=O)c1cc(Br)ccc1O)c1ccccn1	-0.1%	·	·	·	-5.2%	2%	3.5µM*	·	·	·	·	·
CCOc1ccc(/C=N/NC(=O)CSc2n[nH]c(=O)[nH]c2=O)cc1OC	-0.6%	2%	13%	32%	-1.5%	0%	-9%	-47%	1.4	-0.16	0.65	-0.024
COc1ccc(-n2ncc3c(N4CCN(c5cccc(C)c5C)CC4)ncnc32)cc1	-0.1%	·	18%	·	34%	16%	-341%[20 µM]	8%	·	·	·	·
Cc1nn(C(C)C(=O)N2CCc3ccccc3C2)c(=O)c2cc3occc3n12 (centres undefined)	-0.1%	-3%	-22%	0%	0.6%	-4%	-103%	3%	-0.18	-0.084	0.23	-0.13
Nc1nnc(SCCN2C(=O)c3ccccc3C2=O)s1	0.0%	2%	9%	-13%	0.1%	2%	-8%	3%	-0.85	-0.14	-0.097	0.47
O=C1CSC(c2cccc(F)c2)N1c1ccccc1 (centres undefined)	0.0%	·	20%	·	-4.3%	8%	-17%	-9%	·	·	·	·
COC(=O)c1ccc(C(=O)NC2CCCN(Cc3ccc(Cl)cc3)C2)nc1 (centres undefined)	0.2%	·	5%	·	1.2%	14%	-60%[20 µM]	8%	·	·	·	·
CN1CCN(C(=O)C2=C[C@@H](c3coc4ccccc4c3=O)C[C@@H](OCCCCO)O2)CC1	-0.2%	1%	-10%	-1%	2.6%	0%	-8%	-17%	-0.25	-0.26	0.22	-0.39
O=C(CSc1ccccc1)NC1CCCCCC1	0.9%	·	-12%	·	-1.5%	3%	15%	-41%	·	·	·	·
COc1ccc(CN(C)CC(=O)Nc2ccc(Cl)cc2F)c(OC)c1	-0.3%	3%	10%	1%	6.2%	5%	-6%	-12%	0.39	-0.23	0.087	-0.051
O=C(CCNc1cccc(Cl)c1)c1cccs1	-0.1%	2%	-37%	-13%	0.8%	10%	-7%	-6%	0.11	-0.21	-0.34	-0.55
CCOc1ccccc1NC(=O)NC1CC2CCCC(C1)N2Cc1nnnn1CCc1ccccc1 (centres undefined)	-0.1%	11%	-4%	-4%	·	-6%	-12%	-32%	-0.49	-0.25	0.02	1
COc1ccccc1-c1coc2c(CN3CCN(C)CC3)c(O)ccc2c1=O	-0.2%	21%	4%	-158%	-0.9%	31%	0%	-4%	0.041	-0.17	-0.17	0.093
Cc1ccc([C@@H]2[C@@H]3C(=O)N(c4ccccc4)C(=O)[C@@H]3[C@]3(C)C(=O)N(Cc4ccccn4)CC(=O)N23)o1	0.2%	·	8%	·	-3.1%	28%	-37%[20 µM]	-25%	·	·	·	·
Cc1ccc(S(=O)(=O)N(C)CCCC(=O)n2nc(C)cc2C)cc1	-0.3%	1%	-13%	-1%	-3.2%	1%	41%	-19%	-1	-0.24	-0.58	0.71

Bioassay records (PubChem BioAssay)

This is a subset. The share of hits here may be higher or lower than overall.
